Screening results from PubChem.
SR-BI DiI-HDL act – enhances SR-BI lipid uptake from DiI-HDL; 0.096% of 320,000 active; CHO ldlA[mSR-BI] cells, DiI-HDL uptake fluorescence, 3 h; 100 = double the neutral-control signal; activation, % at 12.5 µM;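 active means mean replicate activation of at least 60% and every replicate at or above 60%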;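 further: 0% = median plate neutral-control signal and 100% = twice that signal; values of inactives mirror those of a sister screen read the other way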
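System: CHO ldlA[mSR-BI] cells / Medium: HEPES-buffered (25 mM, pH 7.4) F12 plus 0.5% BSA / Probe or stimulus: labelled HDL, 10 µg/mL / Doses: single compound concentration, delivered by pin transfer / Schedule: 3 h, 37 °C / Measured by: DiI fluorescence, bottom read / Measure: cell-associated DiI fluorescence as measure of HDL uptake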
Ecoli viability – reduces bacterial viability in AddAB counter-screen; E. coli V3065 growth, OD600 absorbance, 18 h; inhibition, % at 11.9 µM; 0.27% of 330,000 active;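 active means inhibition above the campaign's mean inhibition across all tested compounds plus 3 SD, cut at about 9.9% in these data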;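 further: uninfected addAB+ strain grown without phage in ampicillin broth; 0% = DMSO wells and 100% = ciprofloxacin 0.95 µg/ml wells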
CAL PDZ FP-1 – CAL PDZ (human) peptide binding inhibition; Q9HD26; purified CAL PDZ, TMR-peptide fluorescence polarization, 1 h; AID 602252; 0.92% of 300,000 active; inhibition, % at 24.9 µM;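 active means mean inhibition of at least 30% with at least half of replicates also reaching 30%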;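 further: 0% = DMSO neutral control and 100% = excess unlabeled competitor peptide PRC23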
Tat export inh – E. coli Tat transport inhibition; AID 488895; inhibition, % at 10 µM; E. coli MC4100 TorA-mCherry Tat export, fluorescence; 0.036% of 340,000 active;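 active means mean replicate inhibition at least 50% and at least half of replicates individually reaching 50%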;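 further: exported cargo escapes ClpAP degradation while cytoplasmic cargo is degraded and loses fluorescence; 0% = median of neutral control wells and 100% = median of NaSCN control wells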
Wnt act – activators of Wnt/beta-catenin signaling | Wnt/beta-catenin reporter cell assay, activator, plate reader | activation, % at 9.35 µM | 1.2% of 300,000 active | AID 743398; in the data active means activation above about 30%, passing the limit was not always enough;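 further: 0% = neutral control wells and 100% = positive control wells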
AddAB inh – less growth of phage-infected E. coli with AddAB; AID 435030; 0.29% of 330,000 active; E. coli expressing H. pylori AddAB, absorbance growth; inhibition, % at 11.9 µM; in the data active means inhibition above about 12%;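 further: 0% = vehicle wells of infected cells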
MITF act – increases MITF-driven TRPM1 promoter luciferase signal; SK-MEL-5 TRPM1-promoter luciferase, 24 h; % of positive control, neutral wells = 0; activation, % at 12.5 µM; 0.75% of 300,000 active;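 active means mean activation of at least 80% with every replicate also reaching 80%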;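 further: 0% = neutral control wells and 100% = parthenolide positive control wells; values of inactives mirror those of a sister screen read the other way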
phage Ecoli inh – E. coli growth loss with phage present; inhibition, % at 11.9 µM; 0.26% of 360,000 active; AID 651602; growth absorbance; in the data active means inhibition above about 11%
CAL PDZ FP-2 – blocks peptide binding to human CAL PDZ domain; purified CAL PDZ, TMR-peptide fluorescence polarization, 1 h; inhibition, % at 20 µM; 0.02% of 330,000 active; AID 504414;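 active means highest replicate inhibition of at least 40%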;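 further: plate controls were DMSO neutral control wells for no effect and unlabeled competitor peptide control wells for full effect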
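System: purified tagged CAL PDZ domain construct (CerCALP). Schedule: 1 h incubation at room temperature before polarization reading. Medium: 25 mM sodium phosphate pH 7.4, 150 mM NaCl, TCEP, IgG, Thesit. Read-out: percent inhibition from loss of millipolarization. Measured by: FP readout, S and P plane fluorescence. Probe or stimulus: fluorescent TMR peptide probe.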
SR-BI HDL uptake – mouse SR-BI HDL lipid transfer inhibition; inhibition, % at 12.5 µM; Q61009; 0.96% of 320,000 active; ldlA[mSR-BI] CHO cells, DiI-HDL uptake fluorescence, 3 h;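 active means mean replicate inhibition of at least 70% and a set share of replicates each scoring 70 or more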;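 further: 0% = median of neutral control wells and 100% = median of positive control wells; values of inactives mirror those of a sister screen read the other way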
Target sequence (Q61009 whole entry, looked up): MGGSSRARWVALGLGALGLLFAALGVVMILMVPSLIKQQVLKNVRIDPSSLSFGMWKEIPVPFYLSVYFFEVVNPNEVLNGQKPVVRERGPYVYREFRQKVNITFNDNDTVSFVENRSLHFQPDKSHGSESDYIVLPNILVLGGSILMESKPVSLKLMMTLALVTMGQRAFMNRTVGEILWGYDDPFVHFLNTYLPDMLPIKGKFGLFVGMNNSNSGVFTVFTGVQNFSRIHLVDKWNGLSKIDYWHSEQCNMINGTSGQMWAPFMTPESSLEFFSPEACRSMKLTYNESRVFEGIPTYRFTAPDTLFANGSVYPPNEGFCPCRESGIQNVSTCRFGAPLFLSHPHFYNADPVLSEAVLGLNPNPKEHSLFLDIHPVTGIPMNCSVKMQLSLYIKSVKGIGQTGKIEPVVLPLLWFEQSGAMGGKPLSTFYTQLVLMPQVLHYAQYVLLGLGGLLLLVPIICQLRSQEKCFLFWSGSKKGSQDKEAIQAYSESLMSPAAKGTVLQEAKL
Numbers without * were called inactive; . = not tested or not shown.

Screens in order – SR-BI DiI-HDL act, Ecoli viability, CAL PDZ FP-1, Tat export inh, Wnt act, AddAB inh, MITF act, phage Ecoli inh, CAL PDZ FP-2, SR-BI HDL uptake
COc1ccccc1N1CCN(C(=O)C2CCN(S(=O)(=O)c3ccc4c(c3)CC(C)N4C(C)=O)CC2)CC1 (centres undefined)
→ -28, -3.0, -7, 2, 3, 1.9, -9, 0.3, -2.1, 28
O=S(=O)(CCc1ccncc1)C1Cc2cccc3cccc1c23 (centres undefined)
→ -22, -0.4, ., -7, -1, 0.2, ., 2.6, -0.3, 22
CCN(CC)c1ccc(/C=C2\NC(=O)NC2=O)cc1
→ 41, -0.2, -5, -6, -11, 2.8, -18, 2.5, 0.7, -41
CN(C)S(=O)(=O)c1ccc(C(=O)OCC(=O)NC(=O)NC2CCCC2)cc1
→ 14, 1.7, 5, 3, 0, 1.9, 0, 4.4, -0.5, -14
Cc1ccsc1/C=C1/C(=O)NN(c2ccccc2)C1=O
→ 14, -0.9, -7, -2, 13, 0.3, 5, 1.4, -1.6, -14
COc1ccc2c(c1)c(CC(=O)Nc1cc(C)ccc1C)c(C)n2C(=O)c1ccc(Cl)cc1
→ -57, 1.5, -1, -5, -1, 1.6, -10, 1.2, -0.2, 57
Oc1c(C(c2ccccn2)N2CCCCC2)cc(Cl)c2cccnc12 (centres undefined)
→ 55, -1.3, 5, -2, 59*, -0.3, -29, 10, -1.5, -55
CC(Sc1nnnn1C1CC1)C(=O)Nc1cccc(S(=O)(=O)N2CCOCC2)c1 (centres undefined)
→ -10, ., ., -4, -2, ., -6, 4.3, -1.5, 10
CC(=O)c1c(C)[nH]c(C(=O)Nc2nc(C)cs2)c1C
→ -39, -0.3, -3, -1, 0, 2.4, -29, -3.5, -1.4, 39
CC1CCCCN1C(=O)COc1ccc(S(=O)(=O)N2CCCC2)cc1[N+](=O)[O-] (centres undefined)
→ 7, 2.4, ., -1, -2, 3.0, 7, 1.1, -0.2, -7
COc1cccc(CN2CCCC(C(=O)N3CCCCC3)C2)c1 (centres undefined)
→ ., -1.0, 0, 3, -2, 0.1, 9, 0.7, -0.5, .
CCN(CCNC(=O)C1=C(C)C(=O)OC12CCC(C)CC2)c1ccccc1 (centres undefined)
→ 1, -0.7, 0, 0, 0, -0.1, 0, 2.1, -0.1, -1
O=C(CCc1ccc(S(=O)(=O)N2CCOCC2)cc1)Oc1ccccc1
→ 25, -1.2, 0, -6, ., 0.6, -2, 2.7, -1.2, -25
COc1ccc(S(=O)(=O)Nc2c(C(=O)O)[nH]c3ccc(OC)cc23)cc1
→ 24, 1.3, -5, -10, 0, 1.4, -8, -0.7, -2.7, -24
O=C(/C=C/c1ccccc1)OCC(=O)c1c[nH]c2ccccc12
→ -26, 3.4, -2, -12, -2, 2.1, -10, 5.0, -1.5, 26
COc1ccc2ccccc2c1/C=N/Nc1cccc(C(=O)O)c1
→ ., -3.6, ., 5, 7, -0.4, 93*, 0.0, 0.4, .
O=C(NCCc1ccc(Cl)cc1)c1ccc2[nH]c(=O)c(=O)[nH]c2c1
→ 9, -0.6, 2, -4, 3, -0.9, -8, 1.3, -6.3, -9
COc1ccc(Nc2nc(N/N=C/c3ccc(N(C)C)cc3)nc(C)c2[N+](=O)[O-])cc1
→ -1, -0.2, 2, -3, ., 1.6, 3, 1.1, -0.9, 1
Fc1ccccc1CNCC1CCCO1 (centres undefined)
→ 13, ., ., 4, -1, ., 1, -0.5, 0.9, -13
CC1=NNC(=O)C1C(c1ccc(Cl)cc1)C(C#N)C#N (centres undefined)
→ ., -1.6, ., ., -2, 1.3, ., 1.0, ., .
CCOC(=O)c1cnc(-n2cc(C)cn2)nc1NCc1ccc2c(c1)OCO2
→ -52, -1.5, -5, -10, ., -2.4, 11, 2.6, -2.1, 52
COc1ccc(C(=O)NNC(=S)NC(=O)c2cccnc2)cc1
→ 13, -8.1, -5, 3, 5, -6.9, -1, -2.9, 0.2, -13
NS(=O)(=O)c1ccc(NC(=O)/C=C/c2cn(-c3ccccc3)nc2-c2cccc(Cl)c2)cc1
→ -34, -2.3, 1, -4, -9, 3.1, -10, 3.5, -2.1, 34
CC(C)c1nnc(NC(=O)CN(C)S(=O)(=O)c2ccc3c(c2)OCCO3)s1
→ 6, 2.0, -3, 2, ., 0.2, -9, 2.4, -1.1, -6
CC(C)CNc1ncnc2c1sc1nc(N3CCOCC3)c3c(c12)CC(C)(C)OC3
→ -12, -0.7, 1, 1, ., 2.8, 3, 3.0, -2.4, 12
CC1(C)Cc2c(ccc3ccccc23)C(=O)N1
→ ., 1.4, -4, -2, ., 5.6, 1, 3.2, -1.4, -26
Cc1ncc(N=Nc2ccccc2Cl)c(-c2ccccc2)n1
→ -14, -0.5, ., 0, ., 2.4, 4, 1.4, -0.9, 14
Cn1c(SCC(=O)N2CCCCC2)nnc1-c1ccc(S(=O)(=O)N2CCOCC2)cc1
→ 50, 0.5, 4, -23, -6, 1.7, -4, 2.1, 0.0, -50
C=CCn1c(C)c(C(=O)OCC)c2cc(O)c3ccccc3c21
→ -5, ., -2, -7, 2, ., 3, -0.7, 0.5, 5
CCOC(=O)c1sc(NC(=O)C2CC2)cc1C
→ ., -0.2, ., 0, 6, 4.4, 26, 2.2, -3.0, .

Molecules above with a halogen, in the order listed:
Screens in order – SR-BI DiI-HDL act, Ecoli viability, CAL PDZ FP-1, Tat export inh, Wnt act, AddAB inh, MITF act, phage Ecoli inh, CAL PDZ FP-2, SR-BI HDL uptake
COc1ccc2c(c1)c(CC(=O)Nc1cc(C)ccc1C)c(C)n2C(=O)c1ccc(Cl)cc1
→ -57, 1.5, -1, -5, -1, 1.6, -10, 1.2, -0.2, 57
Oc1c(C(c2ccccn2)N2CCCCC2)cc(Cl)c2cccnc12 (centres undefined)
→ 55, -1.3, 5, -2, 59*, -0.3, -29, 10, -1.5, -55
O=C(NCCc1ccc(Cl)cc1)c1ccc2[nH]c(=O)c(=O)[nH]c2c1
→ 9, -0.6, 2, -4, 3, -0.9, -8, 1.3, -6.3, -9
Fc1ccccc1CNCC1CCCO1 (centres undefined)
→ 13, ., ., 4, -1, ., 1, -0.5, 0.9, -13
CC1=NNC(=O)C1C(c1ccc(Cl)cc1)C(C#N)C#N (centres undefined)
→ ., -1.6, ., ., -2, 1.3, ., 1.0, ., .
NS(=O)(=O)c1ccc(NC(=O)/C=C/c2cn(-c3ccccc3)nc2-c2cccc(Cl)c2)cc1
→ -34, -2.3, 1, -4, -9, 3.1, -10, 3.5, -2.1, 34
Cc1ncc(N=Nc2ccccc2Cl)c(-c2ccccc2)n1
→ -14, -0.5, ., 0, ., 2.4, 4, 1.4, -0.9, 14

The results go on.
Structure	SR-BI DiI-HDL act	Ecoli viability	CAL PDZ FP-1	Tat export inh	Wnt act	AddAB inh	MITF act	phage Ecoli inh	CAL PDZ FP-2	SR-BI HDL uptake
COc1cc(C(=O)NNC(=O)c2cc(S(=O)(=O)N(C)C)ccc2N2CCCC2)cc(OC)c1OC	1	0.2	-3	-5	-2	-1.3	-5	0.5	-2.6	-1
Cc1ccn(C(=O)c2ccc(NC(=O)C3CCCCC3)cc2)n1	-14	-0.7	0	-7	4	3.0	2	1.2	.	14
Cc1c(Cl)cccc1NC(=O)CSCC(N)=O	-10	4.9	-1	2	.	3.5	8	-0.6	-1.9	10
CCCCN(CC)CCNC(=O)c1cc2c(-c3ccc(Cl)cc3)nn(C)c2s1	-51	-1.0	-15	7	-5	2.0	-66	-0.2	-18	51
COc1ccc(/C=C2\SC(=S)N(CCCC(=O)N3CCN(C)CC3)C2=O)cc1	-3	-2.8	-1	8	-2	-0.8	-4	1.6	-3.1	3
COCCNCC(O)CON=C1c2ccccc2-c2ccccc21 (centres undefined)	-24	0.5	2	-7	1	1.6	-8	4.3	-3.0	24
Cc1[nH]c2ccc(F)cc2c1CCN(Cc1cccnc1)C(=S)Nc1cccc(F)c1	-26	2.7	-4	15	-1	0.6	6	2.7	-0.5	26
O=C(/C=C/c1ccc([N+](=O)[O-])cc1)N(c1ccccn1)C1CCCCC1	-3	-1.1	-1	1	0	-0.5	5	2.6	-0.8	3
Cc1ccc(OCC(=O)Nc2ccc(S(=O)(=O)N3CCCC3)cc2)cc1	-1	1.1	-6	8	0	4.1	-10	-0.5	-3.6	1
CC1CC(C)CN(S(=O)(=O)c2ccc(NC(=S)NC(=O)c3ccccc3)cc2)C1 (centres undefined)	-10	1.8	-1	-1	.	2.0	0	3.0	-1.5	10
CCOC(=O)N1CCN(C(=O)C(=O)Nc2ccc3nc4n(c(=O)c3c2)CCCCC4)CC1	6	-1.7	.	-3	-2	-2.0	-6	-0.5	-0.8	-6
CCCCNC(=O)c1cc(C)no1	16	-3.2	-4	-7	-6	-1.0	5	3.6	-3.3	-16
COc1ccc(-c2cc(C(=O)N3CCCC3)c3ccccc3n2)cc1OC	-16	0.9	-4	0	1	0.9	3	1.0	-2.4	16
O=C(CS(=O)(=O)c1ccc(C(F)(F)F)cn1)NNC(=O)c1ccccc1	5	-1.4	-6	-4	-3	-0.1	-3	1.0	-0.6	-5
COC(=O)c1ccc(C2c3c(oc4ccccc4c3=O)C(=O)N2CCCN2CCOCC2)cc1 (centres undefined)	26	2.4	.	1	11	1.4	5	2.1	-0.7	-26
CCn1c2ccccc2c2cc(NC(=O)c3cccc([N+](=O)[O-])c3C)ccc21	-54	2.4	-2	1	-2	0.0	1	1.5	-3.0	54
O=C(CCNS(=O)(=O)c1ccccc1)NCCSc1ccc(Br)cc1	4	-0.2	.	1	5	-1.5	5	0.5	-0.9	-4
COc1ccc(C(=O)Nc2ccc(N3CCOCC3)cc2)cc1S(=O)(=O)N1CCOCC1	-40	.	-2	4	0	.	1	1.2	-3.2	40
COCCNC(=O)CSCc1cc(C)cc(C)c1	0	-1.3	-1	-6	-1	-1.9	0	3.2	-2.2	0
CC1CN(C(=O)c2ccc3c(c2)OCO3)CC(C)O1 (centres undefined)	10	1.3	-4	-1	.	0.6	1	3.1	-0.9	-10
COc1ccc(-n2c(SCC(=O)N3CCC(C(=O)O)CC3)nc3ccccc3c2=O)cc1OC	11	-2.0	0	-2	-5	-0.3	-3	-0.9	-1.9	-11
Cc1cnn(-c2nc(-c3cccs3)cc(C(F)(F)F)n2)c1	6	-0.9	.	2	.	-1.4	-7	0.6	-2.9	-6
